From PubChem
BL2 CD40 inh: inhibitors of CD40-induced NF-kB signaling, primary screen, BL2 cells, luciferase reporter, single point; CD40L-induced, 4 h; inhibition, % at 10 µM; 0.94% of 83,000 active;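 active = mean inhibition of at least 50% with a set share of replicates also reaching that level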;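 also: 0% = neutral control wells and 100% = IKK inhibitor VII at 50 µM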
Starred values were filed as active, the others as inactive; [ ] = dose if it differs, or a comment. The list is partial (hit frequency here may not be typical).

SMILES	BL2 CD40 inh
O=C(Nc1nc(-c2ccc(F)cc2)cs1)c1cnccn1	3
O=S(=O)(NCC1CCCO1)c1ccc(NS(=O)(=O)c2ccc(F)cc2)cc1 (stereo unspecified)	-6
CC1CN(C(=O)c2ccc(COc3ccc4ccccc4c3)o2)CC(C)O1 (stereo unspecified)	-13
CCCNC(=O)N1CC2(CN(CC3CCCCC3)C2)c2c(n(C)c3cc(OC)ccc23)[C@@H]1CO	20[25 µM]
Cc1ccc(O)c(C(=O)c2cnc3onc(-c4ccc(F)cc4)c3c2)c1	6
COc1cc2c(cc1OC)-c1nnc(-c3ccco3)n1C1(CCCC1)C2	7
C[C@H]1CN([C@@H](C)CO)C(=O)Cc2cc(NC(=O)Cc3cn(C)c4ccccc34)ccc2O[C@H]1CN(C)Cc1ccc(C(F)(F)F)cc1	76*[25 µM]
O=C(C[C@H]1CC[C@@H]2[C@H](COC[C@@H](O)CN2C(=O)c2cnccn2)O1)NCc1ccc(Cl)cc1	0[25 µM]
Cc1ccc(-n2nc3c(=O)n(CCCC(=O)NCc4ccco4)nc(C)c3c2C)cc1	20
c1ccc2c(-c3nc4ncccc4o3)cccc2c1	-75
CCN(C(=O)COC(=O)c1cnccn1)c1cccc2ccccc12	-1
COc1ccc2nc3ccccc3nc2c1NC(=O)c1ccc(Cl)cc1	10
COCCn1c(SCC(=O)NC2CC2)nnc1-c1ccc(Cl)cc1	9
CCOc1cc(N2CCOCC2)c(OCC)cc1NC(=O)CC12CC3CC(CC(C3)C1)C2	-7
O=C(Nc1ncccc1O)c1ccc(C(=O)c2ccccc2)cc1	-90
C[C@@H](NC(=O)C[C@@H]1CC[C@H]2[C@@H](COC[C@H](O)CN2Cc2ccc(C(F)(F)F)cc2)O1)c1ccccc1	18[25 µM]
CC(C)(C)c1nnc2cccc(Cl)n12	15
c1ccc(-c2ccccc2OCCOCCN2CCNCC2)cc1	5
OC[C@H]1[C@@H](c2ccccc2)C2(CN(Cc3nccs3)C2)N1Cc1cc(F)ccc1F	9[25 µM]
COc1cccc(CC(=O)OCC(=O)Nc2nnc(-c3ccccc3)o2)c1	2
O=S(=O)(NCc1nnc2ccccn12)c1ccc(F)cc1	3
O=S(=O)(c1ccccc1)N1CC[C@@H]2[C@@H](CO)Nc3ccc(C#Cc4cccc(F)c4)cc3[C@@H]21	4
CCc1nc(SCc2ccc(C(=O)OC)o2)n[nH]1	0
CCOC(=O)CC12CN3CN(C1)CC(CC(=O)OCC)(C3)C2=O	13
COc1ccc(NC(=O)CC2C(=O)Nc3ccccc3N2CC(=O)N2CCCC2)cc1 (stereo unspecified)	6
Cc1ccc(/C=C2\SC(=S)N(C3CCS(=O)(=O)C3)C2=O)cc1 (stereo unspecified)	-1
CSc1nnc(-c2sc3cc(Cl)ccc3c2Cl)n1C	-16
C[C@@H]1CN([C@H](C)CO)C(=O)c2cc(NS(=O)(=O)c3ccc(F)cc3)ccc2O[C@@H](C)CCCCO[C@@H]1CN(C)C(=O)NC1CCCCC1	21
CCOC(=O)c1sc(NC(=O)c2ccc(S(=O)(=O)N3CCOCC3)cc2)cc1C	8
O=C(OCc1nc2ccccc2s1)c1cccc(S(=O)(=O)N2CCOCC2)c1	-121
N#C[C@@H]1[C@H](c2ccccc2C2=CCCC2)[C@H](CO)N1C(=O)Cc1ccncc1	-11[25 µM]
O=C(N/N=C/c1ccccn1)c1cc(-c2ccc(Br)s2)[nH]n1	18
CC=Cc1ccc2n(c1=O)C[C@@H]1[C@@H](CO)[C@H](C(=O)NCCC)N(C(=O)CC3CC3)[C@H]21 (mixture of isomers)	-9[25 µM]
Cc1nn(-c2ccccc2)c(C)c1C(=O)OCC(=O)NC(=O)NC1CCCCC1	-6
COc1ccc2nc(NC(=O)CCc3ccc(OC)c(OC)c3)sc2c1	18
Cc1ccc(C)c(SCC(=O)Nc2oc(C)c3c(C)n[nH]c(=O)c23)c1	6
Cc1cc(C)nc(N(C#N)C(C)C(=O)N(C)C)n1 (stereo unspecified)	-3
CN(Cc1ccccc1)Cc1nc2c(c(=O)n(C)c(=O)n2C)n1CCc1ccccc1	7
Cc1nn(C)c(Cl)c1CN1CCN(C2CCCC2)C(CCO)C1 (stereo unspecified)	5
c1ccc(CNc2ncnc3c2cnn3Cc2ccccc2)cc1	11
CCOc1ccc(C2c3cc(OC)c(OC)cc3CC(=O)N2c2ccccc2)cc1 (stereo unspecified)	0
Nc1nc2ccc(O)cc2s1	3
CCCC#Cc1cnc2c(c1)C(=O)N([C@@H](C)CO)C[C@@H](C)[C@@H](CN(C)C(=O)Nc1cc(F)ccc1F)O2	-12[25 µM]
CC(=O)c1sc2nsc(SCCN3CCCCC3)c2c1N	-51
C/C(=N/OC(=O)C1CC12CCC2)c1ccc(Br)cc1 (stereo unspecified)	-67
CCOC(=O)COc1ccc2nsnc2c1Cl	9
COc1ccc(S(=O)(=O)Nc2ccc(O)c(Sc3ncn[nH]3)c2)cc1	12
CC=Cc1ccc2n(c1=O)C[C@@H]1[C@@H](CO)[C@H](C(=O)NCCCN(C)C)[C@H]2N1C(=O)c1ccccc1 (mixture of isomers)	-3[25 µM]
CSc1nnc(SCC(=O)N(C)c2c(N)n(Cc3ccccc3)c(=O)[nH]c2=O)s1	18
CCOC(=O)N1CCN(c2nc(-c3ccc(Cl)cc3)cs2)CC1	-9
CC(C(=O)Nc1ncccn1)(c1ccccc1)c1ccccc1	8
COc1cccc(C(C)NC(=S)NCc2ccc(Cl)cc2)c1 (stereo unspecified)	-2
Cc1nc2ccc(NC(=O)c3cccs3)cc2s1	-101
CCN1CCn2c3c(c4cc(Cl)ccc42)CCCC31 (stereo unspecified)	-44
O=C(Nc1cc(=O)[nH]c2nc(-c3ccc(Cl)cc3)nn12)c1ccccc1	12
CCOC(=O)c1ccc[n+](CC(=O)Nc2ccccc2OC(F)F)c1	-6
CCNC(=S)NNC(=O)CC(C)C	-7
CN1CCN(C(=O)C[C@@H]2CC[C@H]3[C@H](COc4ccc(NC(=O)c5cccs5)cc4C(=O)N3C)O2)CC1	2[25 µM]
CCOc1ccc(S(=O)(=O)Nc2cccc(C(=O)N(C)CC(=O)Nc3cccc(OC)c3)c2)cc1	5
Cc1ccccc1C(=O)Nc1cccc(-c2ccc(N3CCOCC3)nn2)c1	-67

Part of the list above, as labelled records:
SMILES: COc1ccc(S(=O)(=O)Nc2ccc(O)c(Sc3ncn[nH]3)c2)cc1
  BL2 CD40 inh: 12
SMILES: CC=Cc1ccc2n(c1=O)C[C@@H]1[C@@H](CO)[C@H](C(=O)NCCCN(C)C)[C@H]2N1C(=O)c1ccccc1 (mixture of isomers)
  BL2 CD40 inh: -3[25 µM]
SMILES: CSc1nnc(SCC(=O)N(C)c2c(N)n(Cc3ccccc3)c(=O)[nH]c2=O)s1
  BL2 CD40 inh: 18
SMILES: CCOC(=O)N1CCN(c2nc(-c3ccc(Cl)cc3)cs2)CC1
  BL2 CD40 inh: -9

The listing continues.
SMILES	BL2 CD40 inh
CC(C)CC1NC(=O)N(Cc2cc(=O)n3ccsc3n2)C1=O (stereo unspecified)	2
COc1ccc2c3c([nH]c2c1)[C@@H](CO)N(C)CC31CCN(S(=O)(=O)c2ccc(C)cc2)CC1	-22[25 µM]
CC1(c2ccccc2)NC(=O)N(CC(=O)Nc2ccccc2C(=O)NC2CC2)C1=O (stereo unspecified)	10
COc1ccc(NC(=O)N[C@H]2CC[C@H](CCNC(=O)CN3CCOCC3)O[C@H]2CO)cc1	-2[25 µM]
CCC(=O)N1[C@@H]2c3ccc(-c4ccc(F)cc4)c(=O)n3C[C@@H]2[C@@H](CO)[C@@H]1C(=O)N(C)C	-10[25 µM]
CCOC(=O)c1c(C)n(CCNC(C)=O)c2ccc(O)cc12	10
CN(C)C(=O)c1ccc(-c2ccc3n(c2=O)C[C@@H]2[C@@H](CO)[C@H](C(=O)NCCc4ccccc4)N[C@H]32)cc1	-6[25 µM]
O=C(CCS(=O)(=O)c1ccc(Cl)cc1)Nc1nccs1	-13
COc1ccc(CN(Cc2ccc(OC)cc2)C(=O)c2cccs2)cc1	-5
Cc1ccc(N2C(=O)N(CC(=O)Nc3cc(F)ccc3C)C(=O)C2C)cc1 (stereo unspecified)	10
O=C(Nc1ccccc1F)N1C[C@H]2[C@@H](c3ccccc31)[C@@H](CO)N2C(=O)c1ccccc1F	-35[25 µM]
Cc1ncnc(N)c1CCCNc1ccccc1	5
Cc1cc(C)c(NC(=O)CNC(=O)CSc2nnc(N)s2)c(C)c1	6
O=C(CCNC(=O)c1ccc(Br)o1)NCc1ccccn1	6
CCCC#Cc1ccc([C@@H]2[C@@H](CO)N3CCCCN(CCC)C[C@@H]23)cc1	11[25 µM]

3 compounds already listed, arranged by their value in BL2 CD40 inh, low to high.
smiles	BL2 CD40 inh
COc1ccc(CN(Cc2ccc(OC)cc2)C(=O)c2cccs2)cc1	-5
O=C(CCNC(=O)c1ccc(Br)o1)NCc1ccccn1	6
CC1(c2ccccc2)NC(=O)N(CC(=O)Nc2ccccc2C(=O)NC2CC2)C1=O (stereo unspecified)	10

(list continues)
SMILES	BL2 CD40 inh
O=C(CNC(=O)c1ccc(Cl)cc1Cl)OCC(=O)N1CCCC1	11
O=C(c1cc(-c2ccccc2)nc2ccccc12)N1CCOCC1	2
O=C(Nc1ccccc1C(=O)NC1CCCC1)NC1CCCC1	-5
CO[C@@H]1CC[C@H]2CCN(C)C(=O)[C@H](C)CN(C)C(=O)c3cc(C#N)ccc3OC[C@@H]1O2	4[25 µM]
CNc1ccccc1C(=O)OCC(=O)N1CCN(c2ccc(OC)cc2)CC1	-2
NC(=O)Cn1c(=O)oc2ccccc21	10
O=C(Nc1cccc(S(=O)(=O)NC2=NCCC2)c1)c1c(F)cccc1Cl	0
CC(=O)C1CCC2C3CCC4CC(=O)CCC4(C)C3C=CC12C (stereo unspecified)	11
CSC1=NC2C(N1)N(C)C(=O)N2C (stereo unspecified)	-6
CC(=O)N[C@@H](Cc1ccc(OC(F)(F)F)cc1)C(=O)O	16
CN1C[C@@H]2[C@H](c3ccccc31)[C@H](CO)N2S(=O)(=O)c1ccccc1	2[25 µM]
CN(CC(=O)Nc1cccc(F)c1)C(=O)c1ccc2c(=O)n3c(nc2c1)CCC3	12
Cc1c(Cl)cccc1NC(=O)CCC(=O)NNC(=O)CCC(=O)O	11
COc1ccc(-c2cnc3c(NC(C)=O)cc(-c4cccc(C(=O)NCCO)c4)cn23)cc1OC	-2
CCCc1ccccc1OCCNC(C)=O	-2
C[C@@H]1CCCCO[C@@H](CN(C)S(=O)(=O)c2ccccc2)[C@@H](C)CN([C@H](C)CO)C(=O)c2cc(NS(=O)(=O)c3ccc(Cl)cc3)ccc2O1	2
Cc1c(NS(=O)(=O)c2cccc(C(=O)Nc3cccc(F)c3)c2)c(=O)n(-c2ccccc2)n1C	4
O=[N+]([O-])c1ccc(Sc2ccncn2)c([N+](=O)[O-])c1	103*
O=C(COc1ccc(Cl)cc1)OCC(=O)N1CCCCCC1	4
COCC(=O)Nc1ccc2c(c1)C(=O)N(C)C[C@@H](OC)[C@@H](C)CN(C(=O)c1ccncc1)[C@@H](C)CO2	3[25 µM]
OC[C@H]1O[C@@H](c2nc(-c3ccccc3Br)no2)[C@H](O)[C@@H](O)[C@H]1O	8
COc1ccc(C(=O)c2cc(C(C)=O)c(Nc3ccccc3)s2)cc1	-24
CCCNC(=O)[C@H]1[C@H](CO)[C@H]2Cn3c(ccc(-c4ccccc4F)c3=O)[C@H]2N1C(=O)C1CCC1	-7[25 µM]
COc1ccc(-c2ccc3n(c2=O)C[C@H]2[C@H](CO)[C@@H](C(=O)Nc4ccccc4)[C@@H]3N2C)cc1	-8[25 µM]
CCC(CC)NC(=O)c1cc(S(=O)(=O)N2CCCCC2)ccc1N1CCOCC1	14
Cc1ccccc1S(=O)Cc1ccc(C(=O)NCCN2CCOCC2)o1 (stereo unspecified)	4
CCCN1C2CCCC1CC(NC(=S)Nc1ccc(OC)cc1)C2 (stereo unspecified)	10
O=C(c1ccc2nc[nH]c2c1)N1CCN(c2ncc(C(F)(F)F)cc2Cl)CC1	13
O=S(=O)(Nc1nc2ccccc2nc1Cl)c1ccc2c(c1)OCCO2	1
COc1ccc(C(=O)Oc2ccc(/C=N/NC(=O)c3cccnc3)cc2OC)cc1	7

Of the compounds above, 2 contain a COOH group:
SMILES	BL2 CD40 inh
CC(=O)N[C@@H](Cc1ccc(OC(F)(F)F)cc1)C(=O)O	16
Cc1c(Cl)cccc1NC(=O)CCC(=O)NNC(=O)CCC(=O)O	11

Following part
SMILES	BL2 CD40 inh
O=C([C@H]1[C@H](CO)[C@H]2Cn3c(cccc3=O)[C@H]2N1Cc1ccncc1)N1CCCCC1	1[25 µM]
N#Cc1c(NC(=O)c2cc(-n3cnnc3)ccc2Cl)sc2c1CCCC2	-7
CCN1[C@@H]2c3ccc(-c4cccnc4)c(=O)n3C[C@H]1[C@H](CO)[C@H]2C(=O)NC1CCCCC1	1
O=C(CSc1ccccn1)N/N=C/c1c[nH]c2ccccc12	-10
COc1ccc(C(=O)Nn2cc3c(c2-c2ccccc2)c(=O)n(C)c(=O)n3C)cc1	26
Cc1ccc(-n2cccn2)cc1	-2
O=C(NN=Cc1ccccc1O)C(O)(c1ccccc1)c1ccccc1	2
OC(CSc1ccccc1)CN1CCN(c2ccccc2)CC1 (stereo unspecified)	-2
COc1ccc(S(=O)(=O)N(Cc2cccs2)C2CCCC2)cc1	6
CCOC(=O)C1CCN(C(=O)c2cccc(C(=O)N3CCC(C(=O)OCC)CC3)c2)CC1	12
CC(C)CCN1C(=O)CCC1(C)C(=O)NC1CCCCCC1 (stereo unspecified)	14
Cc1ccc(Cc2ccccc2C(=O)O)cc1	7
CC1=CC(C)(C)Nc2ccc(OC(=O)c3ccco3)cc21	-12
O=S1(=O)CCC(NC2CCCC2)C1 (stereo unspecified)	8
N#C[C@@H]1[C@H](c2ccccc2-c2ccccc2F)[C@H](CO)N1C(=O)C1CCC1	3[25 µM]
CCCN1CCC(N2CCN(c3cccc(C(F)(F)F)c3)CC2)CC1	6
O=C(O)c1ccccc1CC(CCc1ccccc1)C(=O)O (stereo unspecified)	4
O=C(NC1CCCC1)N1CC(=O)N2[C@H](CO)[C@@H](c3ccc(-c4cccc(F)c4)cc3)[C@@H]2C1	-1
CCCCC(=O)Nc1sc2c(c1C(N)=O)CCC2	-56
